Cneo AK release: Cryptococcus neoformans lysis via adenylate kinase release; C. neoformans lysis, adenylate kinase release luminescence, 4 h; normalised: neutral wells 0, clomiphene wells 100; lysis activity, % at 15 µM; 360,000 tested, 0.2% active;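 active = mean lysis activity across replicates of at least 80%, whatever share of replicates individually reach that level; inactive = mean lysis activity below 80%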
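Test system: log-phase Cryptococcus neoformans yeast cells; Quantity: yeast cell density of 5 × 10^6 cells/mL; Buffer or medium: YPD; Doses: single compound concentration per well; Timing: 4 h at 37 °C static, read 1 h later; Measured by: AK luminescence; Read-out basis: lysis from increased AK signal; Control set: Clomiphene as positive control.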
miR-122 sensor: inhibitors of miR-122 in Huh7 cells. Huh7 miR-122 Renilla luciferase sensor, 48 h; neutral wells = 0, positive control = 100. AID 602342. 340,000 tested, 0.3% active. activation (reporter increase), % at 12.5 µM;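 active = mean replicate activation score at least 90 and every replicate individually at or above 90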;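 also: higher luciferase means less miR-122 activity so hits act as miR-122 inhibitors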
LGR2 antag: Drosophila LGR2 receptor signaling inhibition; HEK293 LGR2, CRE-luciferase, bursicon-stimulated, 4 h; inhibition, % at 9.99 µM; 380,000 tested, 0.35% active;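 active = drop in luminescence signal, shown as inhibition above about 50% in the replicate tests, limit read from the data, passing the limit was not always enough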;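 also: agonist challenge used bursicon conditioned medium at about half maximal strength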
Casp6 inh: inhibitors of human caspase-6; P55212; purified caspase-6, Z-VEID-R110 cleavage fluorescence; inhibition, % at 12.5 µM; 350,000 tested, 0.53% active;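 active = mean inhibition across replicates at least about 35%, with every replicate also reaching that limit, limit read from the data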;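 also: 0% = median of neutral control wells and 100% = no fluorescence left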
Target sequence (P55212 24-179 limits assumed): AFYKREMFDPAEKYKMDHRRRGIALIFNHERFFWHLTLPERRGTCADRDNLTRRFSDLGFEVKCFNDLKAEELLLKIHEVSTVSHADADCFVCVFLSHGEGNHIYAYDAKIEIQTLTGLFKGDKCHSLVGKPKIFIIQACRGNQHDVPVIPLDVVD
Target sequence (P55212 194-293 limits assumed): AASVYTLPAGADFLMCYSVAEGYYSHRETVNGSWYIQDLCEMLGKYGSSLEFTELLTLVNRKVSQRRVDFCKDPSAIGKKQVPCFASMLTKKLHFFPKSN
PAX8 inh HTS: inhibitors of PAX8 transcriptional activity in RMG-I cells. RMG-I TPO-luciferase reporter, SteadyGlo, 24 h. inhibition, % at 12.6 µM. 360,000 tested, 1.2% active. AID 652154;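 active = mean replicate inhibition at least 60% with every replicate also reaching 60%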;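 also: luciferase light reporting Pax8 driven TPO promoter activity; plate controls were median of neutral control wells for no effect and mitoxantrone controls for full effect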
PGC1a acetyl inh: PGC1a acetylation modulation, inhibitor mode; U2OS PGC1a acetylation, AlphaScreen anti-acetyl-lysine; with virally co-expressed GCN5 acetyltransferase; inhibition, % at 15.6 µM; 350,000 tested, 0.17% active;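 active = every replicate shows inhibition of at least 40%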;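 also: 0% = neutral control wells and 100% = positive control wells; some results beyond the cut were filed as inactive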
EWS-Fli block: EWS/Fli transcriptional activity inhibition | AID 651661 | 350,000 tested, 0.67% active | inhibition, % at 12.6 µM | A673 NR0B1-luciferase reporter, viability-normalised;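 active = mean inhibition of at least 50% after viability correction, with every replicate also passing that limit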;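 also: firefly luciferase signal divided by Alamar Blue viability fluorescence both relative to DMSO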
FN deposit inh: fibronectin deposition inhibition; AH1F fibroblasts, Alexa488-fibronectin deposition fluorescence, overnight; inhibition, % at 12.6 µM; 350,000 tested, 0.086% active;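 active = mean inhibition across replicates of 30% or more, regardless of how many single replicates reach that level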;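 also: positive control wells lacked labelled fibronectin entirely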
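Assay system: AH1F fibroblast monolayer, labelled fibronectin deposition. Amount: 10000 cells per well. Also added: labelled fibronectin 24 nM. Compound: single-point pinned compound. Incubation: cell attachment 1 h, compound and FN exposure overnight. Detection: fluorescence after three HBSS washes, excitation 485 nm, emission 525 nm. Read-out: inhibition of fibronectin deposition signal.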
* = called active by the depositor; · = no result given; & = joins results of further samples; [ ] = another dose, or the depositor's remark.

smiles | Cneo AK release | miR-122 sensor | LGR2 antag | Casp6 inh | PAX8 inh HTS | PGC1a acetyl inh | EWS-Fli block | FN deposit inh
COc1ccc(CNC(=O)C2CCC(CNc3c(N4CCOCC4)c(=O)c3=O)CC2)cc1 (configuration not stated) | 1.1&2.9 | -1.6&1.1 | 21.2&-7.5 | 0.6&-0.7 | 4.7&8.8 | -2.0&-4.4 | -3.3&6.4 | -4.1&2.3
CCOc1ccc(NC(=O)N2CCC(c3nc4ccccc4[nH]3)CC2)cc1 | · | 0.3 | 5.5 | 2.3 | -8.2 | -2.6 | 4.0 | -5.6
CCN(CC)C(=O)Cn1cc(SCC(=O)Nc2cc(C)on2)c2ccccc21 | · | · | 7.4 | 10.0 | 1.2 | · | -5.8 | ·
C/C(=N\Nc1nc(-c2cc(C)ccc2C)cs1)c1cc2ccccc2oc1=O | · | -4.2 | 21.7 | · | -5.9 | 1.2 | · | -1.8
CCOc1cc(C(=O)NCCCNC(=O)c2cc(OCC)c(OCC)c(OCC)c2)cc(OCC)c1OCC | · | · | -1.8 | -1.1 | 3.7 | · | -0.8 | -5.6
COc1ccc(CNC(=O)C[C@H]2C=C[C@H](NS(=O)(=O)c3cccc(OC)c3)[C@@H](CO)O2)cc1 | -4.5 | · | 1.7 | -1.1 | · | 4.3 | 2.7 | ·
Cc1cc2c(=O)n(C)c(SCC(=O)Nc3ccc(F)cc3)nc2s1 | -0.2 | -3.9 | 13.8 | 4.1 | 0.4 | 16.7 | -0.4 | ·
O=C(NCc1ccccc1Cl)[C@H]1CCCN1C(=O)[C@H]1CCCN1 | · | · | 17.8 | -2.4 | -9.7 | · | -9.2 | 4.6
CC(C)C(=O)Nc1ccc(-c2nc3ncccc3o2)cc1 | 3.2 | -5.1 | 39.1 | -7.2 | -63.5 | 9.7 | 13.0 | -0.4
O=C(CSc1nncs1)N1CCN(C(=O)c2ccco2)CC1 | -0.8 | -2.4 | 3.7 | -1.4 | -16.7 | 8.4 | 2.6 | 0.5
COc1ccc(CCCc2n[nH]c(=S)n2C)cc1C | 2.1 | 2.9 | -7.4 | 2.0 | -73.5 | -11.6 | 12.4 | ·
CCCC1CCC(=NNS(=O)(=O)c2ccc(C)c([N+](=O)[O-])c2)CC1 (configuration not stated) | · | · | · | 0.8 | -7.4 | 5.5 | 1.5 | -6.5
O=C(CCCOc1ccccc1)Nc1nncs1 | -1.6 | -0.1 | · | · | 1.6 | -8.3 | · | -1.2
CC(=O)c1nc(N2C(=O)C3CC=C(C)CC3C2=O)sc1C (configuration not stated) | 5.1 | -3.2 | -18.7 | · | · | -10.7 | · | 8.0
COc1cc(C(=O)N2CCN(S(=O)(=O)c3cc(C)ccc3C)CC2)ccc1OCC(=O)N1CCOCC1 | 0.7 | -0.8 | 8.3 | -1.7 | -8.3 | 7.6 | 2.7 | ·
O=C(COc1ccc(Br)cc1)Nc1cc(S(=O)(=O)N2CCCCC2)ccc1N1CCCCC1 | · | · | 37.1 | · | -1.4 | · | 2.1 | 3.3
CC1(C)C2CC[C@]3(C)C(CC=C4[C@@H]5C[C@@](C)(CO)CC[C@]5(C(=O)O)CC[C@]43C)[C@@]2(C)CC[C@@H]1O (some centres not stated) | -0.4 | 1.5 | · | -4.2 | · | -7.2 | -4.2 | ·
O=C(Cc1ccccc1)Nc1ccccc1C(=O)N1CCCCC1 | 4.2 | -0.2 | 17.1 | -2.8 | 9.6 | -2.1 | -8.0 | 0.8
O=c1[nH]c(SCCc2ccccc2)nc2c1CCC2 | 0.7 | 1.9 | -20.9 | -2.6 | -17.8 | · | -13.2 | 17.2
Cc1ccc(-c2nn(-c3cc(N4CCNCC4)ccc3[N+](=O)[O-])c(=O)c3ccccc23)cc1 | · | · | 3.0 | -0.4 | 10.4 | · | 15.6 | 2.7
COC(=O)Nc1ccc(S(=O)(=O)N2CCC(C(=O)NCc3ccc4c(c3)OCO4)CC2)cc1 | 0.6 | · | -6.1 | 3.1 | · | -9.7 | -0.7 | -5.0
COc1ccc2c3c([nH]c2c1)[C@@H](CO)N(C(C)=O)CC31CCN(Cc2cc(-c3ccccc3)on2)CC1 | · | · | 19.2 | 0.6 | 0.8 | -2.1 | 12.4 | 11.8
CCOc1ccccc1NC(=S)NCCc1ccc(F)cc1 | · | 3.3 | 14.5 | -2.5 | 2.9 | · | -2.7 | 1.0
COc1ccccc1NC(=O)CN1CCOCC1 | -3.9 | -1.1 | -3.2 | -0.8 | 12.7 | 6.2 | 4.6 | 2.2
O=C1Cc2ccccc2C(=O)N1c1ccc(F)cc1Cl | -0.5 | · | -17.5 | 44.1* | 16.6 | · | -1.3 | -1.5
O=C(NC1C(=O)NNC1c1ccc(Cl)cc1)c1ccc(F)cc1 (configuration not stated) | · | · | -34.0 | 2.4 | -0.3 | · | -11.2 | 3.5
Cc1cc(NC(=O)CCC(=O)N(CC(=O)NCC2CCCO2)c2ccccc2)no1 (configuration not stated) | 46.4 | -7.5 | 14.7 | 1.4 | -7.9 | 3.5 | -12.4 | 1.8
C[C@@H]1CCCCO[C@@H](CN(C)Cc2ccncc2)[C@@H](C)CN([C@H](C)CO)C(=O)c2cc(NS(=O)(=O)c3cn(C)cn3)ccc2O1 | -1.2 | 12.0[16.7 µM] | 19.0 | -0.4 | 5.4 | 8.0 | -0.3 | ·
Cc1ccccc1NC(=O)NC1(C(=O)N2CCOCC2)CCCCC1 | -3.8 | -3.5 | 4.4 | 1.1 | 4.1 | 9.1 | -3.4 | -1.1
N/C(=N\OC(=O)CC1CCCCC1)c1ccccn1 | -1.5 | 0.8 | 33.4 | -3.2 | · | 12.5 | · | ·
C[C@@H]1CN([C@@H](C)CO)C(=O)c2cc(-c3ccc(F)cc3)cnc2O[C@@H]1CN(C)S(C)(=O)=O | -0.7 | -3.1[16.7 µM] | 18.2 | 4.9 | · | 6.9 | 2.2 | -9.2
CN(C(=O)c1cccc(C(=O)N(C)c2ccccc2)c1)c1ccccc1 | 0.1 | -2.1 | 12.8 | 1.2 | 11.0 | -2.7 | -0.4 | -3.0
COc1ccc(-c2nnc(SCc3nc4ccccc4s3)n2C(C)C)cc1 | 9.0 | 6.0 | -40.5 | · | · | -18.0 | · | ·
C[C@@H]1CN([C@H](C)CO)C(=O)c2cccc(NC(=O)c3ccc(-c4nccs4)cc3)c2O[C@@H]1CN(C)Cc1ccc(C(=O)O)cc1 | -1.0 | -4.6[16.7 µM] | 11.2 | -6.0 | · | 11.5 | -5.6 | ·
O=c1[nH]c(O)c(/C=C2\C=Nc3ccccc32)[nH]1 | -0.9 | -13.9 | 0.1 | -2.3 | -5.2 | 4.5 | 26.2 | -0.9
COc1ccc(-c2cn3c(C)c(C(=O)N4CCN(c5ccccc5)CC4)sc3n2)cc1 | -3.5 | -9.5 | -13.4 | -0.2 | 14.5 | -8.8 | -3.1 | -1.4
Clc1cccc(Cl)c1CO/N=C/c1cccs1 | · | · | -7.8 | 1.8 | 5.4 | 1.9 | 12.6 | -3.9
CCNC(=O)C[C@H]1CC[C@@H]2[C@@H](COc3ccc(NC(=O)Nc4ccc(C)cc4)cc3C(=O)N2C)O1 | -0.9 | -2.6[16.7 µM] | 1.8 | 0.2 | -2.7 | -2.8 | -11.1 | -18.8
Nc1ccc2nc(-c3ccccc3)[nH]c2c1 | -4.9 | 36.1 | · | · | -93.5 | · | · | 8.0
N#CC1=C(N)Oc2n[nH]c(-c3ccccc3)c2C1c1ccncc1 (configuration not stated) | 0.3 | -3.0 | · | · | 13.9 | -55.4 | · | 5.7
COc1ccc(N)c(C)c1 | 1.7 | -4.9 | -7.2 | -2.5 | · | -21.3 | -2.4 | ·
O=c1[nH]cc(S(=O)(=O)NCc2ccccc2)c(=O)[nH]1 | -0.3 | -2.7 | 1.1 | 3.5 | -9.1 | 1.8 | 0.4 | 12.8
CC1(C)Oc2ccc3ccc(=O)oc3c2[C@@H](O)[C@@H]1O | -3.0 | 1.6 | 4.9 | 5.5 | -8.3 | 3.3 | -6.2 | 0.0
C[C@H](CO)N1C[C@H](C)[C@@H](CN(C)Cc2ccc(Cl)c(Cl)c2)Oc2ccc(NC(=O)Nc3ccc4c(c3)OCO4)cc2C1=O | 4.4 | -1.2[16.7 µM] | 11.3 | -0.9 | · | -4.0 | -6.7 | ·
CSc1ccc(OC2CCCCC2NS(=O)(=O)c2ccccc2)cc1 (configuration not stated) | · | · | 2.6 | 2.3 | -0.9 | · | 3.0 | -3.5
CC(C)(C)c1csc(NC(=O)c2cccnc2)n1 | -1.1 | 1.8 | · | 1.1 | -61.3 | 7.0 | -11.3 | 0.8
O=C1c2ccccc2NC(c2ccco2)N1O (configuration not stated) | 0.5 | -2.5 | -23.8 | · | · | -9.2 | · | ·
CC(C)(C)c1cc(CNC(=O)C2CCC(=O)N(Cc3ccccc3F)C2)[nH]n1 (configuration not stated) | 2.1 | 1.4 | -1.8 | 1.7 | 0.8 | · | -1.9 | -3.0
O=C(COC(=O)C1CC1)Nc1ccc(OC(F)F)cc1 | -0.7 | -14.8 | · | · | 0.8 | -1.6 | · | -0.6
CCC(C)NC(=O)C1CCN(c2nc(OC)nc(OC)n2)CC1 (configuration not stated) | -0.6 | 9.6 | · | · | 5.5 | 11.7 | · | 5.9

A stretch from further up, for reference:
smiles | Cneo AK release | miR-122 sensor | LGR2 antag | Casp6 inh | PAX8 inh HTS | PGC1a acetyl inh | EWS-Fli block | FN deposit inh
CC1(C)Oc2ccc3ccc(=O)oc3c2[C@@H](O)[C@@H]1O | -3.0 | 1.6 | 4.9 | 5.5 | -8.3 | 3.3 | -6.2 | 0.0
C[C@H](CO)N1C[C@H](C)[C@@H](CN(C)Cc2ccc(Cl)c(Cl)c2)Oc2ccc(NC(=O)Nc3ccc4c(c3)OCO4)cc2C1=O | 4.4 | -1.2[16.7 µM] | 11.3 | -0.9 | · | -4.0 | -6.7 | ·
CSc1ccc(OC2CCCCC2NS(=O)(=O)c2ccccc2)cc1 (configuration not stated) | · | · | 2.6 | 2.3 | -0.9 | · | 3.0 | -3.5
CC(C)(C)c1csc(NC(=O)c2cccnc2)n1 | -1.1 | 1.8 | · | 1.1 | -61.3 | 7.0 | -11.3 | 0.8
O=C1c2ccccc2NC(c2ccco2)N1O (configuration not stated) | 0.5 | -2.5 | -23.8 | · | · | -9.2 | · | ·
CC(C)(C)c1cc(CNC(=O)C2CCC(=O)N(Cc3ccccc3F)C2)[nH]n1 (configuration not stated) | 2.1 | 1.4 | -1.8 | 1.7 | 0.8 | · | -1.9 | -3.0
O=C(COC(=O)C1CC1)Nc1ccc(OC(F)F)cc1 | -0.7 | -14.8 | · | · | 0.8 | -1.6 | · | -0.6

From PubChem BioAssay
